All columns: NCI-60 one-dose screen, growth in % after 48 h at 10 µM unless noted; 100 = growth as untreated, 0 = no growth, -100 = all killed.
OVCAR-5 – OVCAR-5 ovarian cancer; 82,000 compounds, 2.9% hits; AID 1794783
A498 – A498 renal cancer cells. 76,000 compounds, 5.4% hits
OVCAR-8 – OVCAR-8 ovarian cancer | 81,000 compounds, 4.4% hits
CAKI-1 – CAKI-1 renal cancer; 75,000 compounds, 4.7% hits
ACHN – ACHN renal cancer | 81,000 compounds, 4.9% hits
OVCAR-4 – OVCAR-4 ovarian cancer cells; 80,000 compounds, 3.7% hits
OVCAR-3 – OVCAR-3 ovarian cancer | 79,000 compounds, 7% hits | AID 1794787
RXF 393 – RXF 393 renal cancer cells; 77,000 compounds, 6.9% hits
* hit, by the source's call; . = not tested or not shown; & = joins results of further samples. The calls were made as follows: active = growth percent below 10; inactive = the rest.

| nr | SMILES | OVCAR-5 | A498 | OVCAR-8 | CAKI-1 | ACHN | OVCAR-4 | OVCAR-3 | RXF 393 |
| --- | --- | --- | --- | --- | --- | --- | --- | --- | --- |
| 1 | O=C/C=C/C1CC=CCC1 (stereo not drawn) | 98 | 87 | 108 | 91 | 101 | 102 | 108 | 86 |
| 2 | NC(=O)C(=O)NO | 106 | 87 | 99 | 120 | 106 | 103 | 113 | 124 |
| 3 | CC1(O)C(c2ccccc2)=Nc2ccccc21 (stereo not drawn) | 100 | . | 107 | 92 | 102 | . | 118 | 95 |
| 4 | CCOC(=O)c1cc(C(=O)c2cc(OC)cc(OC)c2)n2ccc(-c3ccccn3)cc12 | 99 | 94 | 91 | 86 | 90 | . | 109 | 94 |
| 5 | COc1cnc2c(c1)C(=O)c1c-2n(CCCN2CCOCC2)c(=O)c2cc(Cl)ccc12 | 69 | -2.2* | 33 | 18 | 6.7* | 42 | 26 | 1.7* |
| 6 | Cn1c(=O)[nH]c(=O)c2nc(CCC(=O)Nc3ccccc3)c(=O)[nH]c21 | 103 | 98 | 104 | 100 | 101 | 98 | 116 | 107 |
| 7 | CCCCCCCC/C=C\CCCCCCCCCCCC(=O)O | 103 | 112 | . | 88 | 108 | 116 | 106 | 105 |
| 8 | Cc1ccc(/C=C(\C#N)C(N)=O)cc1 | 105 | . | 106 | 102 | 104 | 105 | 114 | 108 |
| 9 | C#Cc1c(C)cc(C)c(Br)c1C | 102 | 102 | 101 | 97 | 103 | 105 | 123 | 136 |
| 10 | O=C(O)CNC(=O)CNC(=O)C(Br)Cc1ccccc1 (stereo not drawn) | 101 | . | 104 | 106 | 115 | 106 | 111 | 118 |
| 11 | COc1cc(NC(=O)COc2ccccc2)c(C(N)=O)cc1OC | 49 | 4.8* | 34 | 37 | 55 | 94 | 6.2* | 6.0* |
| 12 | COC(=O)C(CC(=O)Nc1ccc(C(=O)N2CCOCC2)cc1)c1ccc(C(F)(F)F)cc1 (stereo not drawn) | 108 | 108 | 103 | 94 | 102 | 99 | . | 114 |
| 13 | CCn1c2ccc(Br)cc2c2c3c(c4c5ccccc5ccc4c21)C(=O)N(C(=O)OC(C)(C)C)C3=O | 94 | 95 | 90 | 79 | 79 | 94 | 106 | 95 |
| 14 | Cc1ccc(N2CC(c3nc4ccccc4[nH]3)CC2=O)cc1 (stereo not drawn) | 84 | 102 | 101 | 98 | 90 | 101 | 107 | . |
| 15 | O=C1c2ccccc2C(=O)N1CCS(=O)(=O)O | 107 | 97 | 99 | 88 | 104 | 102 | 101 | 97 |
| 16 | Cc1nn(-c2ccccc2)c(-n2ccnc2)c1/C=N/Nc1nc(-c2ccc(Cl)cc2)cs1 | 98 | 51 | 71 | 69 | 73 | 41 | 77 | 69 |
| 17 | CC(C)(C)OC(=O)/C=C/c1cccc2c1C(=O)NC(C)(c1cc3cc4ccccc4cc3oc1=O)N2 (stereo not drawn) | 93 | 112 | 84 | 69 | 84 | 89 | 102 | 99 |
| 18 | Cn1cc(-c2csc(-c3c[nH]c4ccc(F)cc34)n2)c2cnccc21 | -12* | 75 | -1.0* | -58* | -54* | 11 | -73* | -91* |
| 19 | COC(=O)C1(CC(=O)C(c2ccccc2)c2ccccc2)NC(=S)NC(=O)C1C#N (stereo not drawn) | 110 | 106 | 107 | 93 | 109 | 104 | 113 | 98 |
| 20 | Cc1ccc(-c2nn(-c3ccccc3)cc2/C=C/C(=O)O)cc1 | 84 | 89 | 100 | 84 | 88 | 112 | 100 | 96 |
| 21 | O=C(O)c1cn(C2CC2)c2cc(N3CCN(C(=O)CSc4nnc(-c5ccc(Cl)cc5)n4-c4ccccc4)CC3)c(F)cc2c1=O | 121 | 68 | 102 | . | 108 | 110 | 110 | 113 |
| 22 | COc1cccc(N2CCN(C(=O)c3cc4ccccc4nc3Nc3cc(OC)c(OC)c(OC)c3)CC2)c1 | 88 | 68 | 77 | 85 | 91 | 88 | 91 | 106 |
| 23 | Cc1ccc(=O)n(-c2ccc(-c3nc4ccccc4[nH]3)cc2)c1 | 95 | 70 | 91 | 86 | 105 | 96 | 105 | 87 |
| 24 | CC(=O)c1ccc(C)cc1C | 96 | 122 | 97 | 101 | 95 | 105 | 111 | 103 |
| 25 | COc1ccccc1N1CCN(C(=O)Nc2ccc(S(N)(=O)=O)cc2)CC1 | 101 | 94 | 109 | 99 | 103 | 98 | 113 | 105 |
| 26 | CCOC(=O)C(Nc1ccccc1)c1ccc(N)cc1 (stereo not drawn) | 96 | 81 | 85 | 44 | 67 | . | 98 | 78 |
| 27 | CCOC(=O)c1sc2ncc(-c3ccc(Br)cc3)n2c1C | 100 | 96 | 95 | 89 | 84 | 92 | 108 | 106 |
| 28 | O=C(O)c1c(-c2ccccc2)cnc2ccccc12 | 95 | 111 | 97 | 96 | 94 | 100 | 105 | 116 |
| 29 | CC(C)Cn1c(O)c(N=Nc2nc(-c3cc4ccccc4oc3=O)cs2)c2cc(Br)ccc21 | 100 | 104 | 112 | 103 | 105 | 107 | 109 | . |
| 30 | COc1ccccc1/C(C)=N/NC(=O)CSc1nc2ccccc2c(=O)n1Cc1ccc(S(N)(=O)=O)cc1 | 98 | . | 99 | 85 | 105 | 95 | 108 | 96 |

Random excerpt: 3 compounds from above
| nr | SMILES | OVCAR-5 | A498 | OVCAR-8 | CAKI-1 | ACHN | OVCAR-4 | OVCAR-3 | RXF 393 |
| --- | --- | --- | --- | --- | --- | --- | --- | --- | --- |
| 28 | O=C(O)c1c(-c2ccccc2)cnc2ccccc12 | 95 | 111 | 97 | 96 | 94 | 100 | 105 | 116 |
| 1 | O=C/C=C/C1CC=CCC1 (stereo not drawn) | 98 | 87 | 108 | 91 | 101 | 102 | 108 | 86 |
| 16 | Cc1nn(-c2ccccc2)c(-n2ccnc2)c1/C=N/Nc1nc(-c2ccc(Cl)cc2)cs1 | 98 | 51 | 71 | 69 | 73 | 41 | 77 | 69 |

Back to the main list, starting 2 compounds before the break.
| nr | SMILES | OVCAR-5 | A498 | OVCAR-8 | CAKI-1 | ACHN | OVCAR-4 | OVCAR-3 | RXF 393 |
| --- | --- | --- | --- | --- | --- | --- | --- | --- | --- |
| 29 | CC(C)Cn1c(O)c(N=Nc2nc(-c3cc4ccccc4oc3=O)cs2)c2cc(Br)ccc21 | 100 | 104 | 112 | 103 | 105 | 107 | 109 | . |
| 30 | COc1ccccc1/C(C)=N/NC(=O)CSc1nc2ccccc2c(=O)n1Cc1ccc(S(N)(=O)=O)cc1 | 98 | . | 99 | 85 | 105 | 95 | 108 | 96 |
| 31 | O=c1[nH]c(CCl)nc2c1cnn2-c1ccccc1 | 114 | . | 104 | 98 | 97 | 111 | 100 | 94 |
| 32 | CC(C)(C)CC(C)(C)NC(=O)Nc1ncccc1OCc1ccccc1 | 92 | 93 | 99 | 80 | 94 | 84 | 98 | 116 |
| 33 | CCCCC1COc2cccc3c(SCC(=O)N(C)c4cccc5ccccc45)cc[n+]1c23 (stereo not drawn) | 112 | . | 102 | 99 | 104 | 99 | 107 | 115 |
| 34 | O=c1oc2ccc(-c3ccc(F)cc3F)cc2c(=O)n1-c1ccc(Br)cc1F | 108 | 37 | 70 | 62 | 80 | 79 | . | 81 |
| 35 | Cc1cccc(N=Cc2ccccc2O)c1C | 108 | 106 | 98 | 92 | 110 | 104 | 113 | 110 |
| 36 | COc1ccc2[nH]c(=O)c(C3C4=C(CC(C)(C)CC4=O)Nc4nc(OC)[nH]c(=O)c43)cc2c1 (stereo not drawn) | 106 | 113 | 106 | 103 | 104 | 106 | 107 | 109 |
| 37 | COC(=O)/C=C(/C)N1CCCC1 | 105 | 100 | 114 | 100 | 114 | 115 | 105 | 98 |
| 38 | COC(=O)C1CCC(NNC(=O)c2ccccc2)=N1 (stereo not drawn) | 86 | . | 103 | 97 | 106 | 109 | 107 | 112 |
| 39 | C=C(C)CS(=O)(=O)O | 96 | 128 | 101 | 95 | 102 | 107 | 109 | 103 |
| 40 | COc1ccc(C(c2c[nH]c3ccccc23)c2c[nH]c3ccccc23)cc1OC | 104 | 96 | . | 85 | 91 | 93 | 91 | 95 |
| 41 | CC(C)(C)[Si](C)(C)OC1[C@@H](O[Si](C)(C)C(C)(C)C)[C@@H](CNC(=O)NC(=O)NC(=O)CI)O[C@H]1n1cnc2c(NC(=O)Nc3ccccc3)ncnc21 (stereo partly drawn) | 67 | 74 | -9.3* | 48 | -23* | 43 | -63* | -5.1* |
| 42 | COc1cccc(-c2nc3ccccc3s2)c1O | 99 | 73 | 94 | 93 | . | 52 | 64 | 103 |
| 43 | Cn1nc(N)c2cc([C@@H]3Nc4ccc5[nH]ncc5c4[C@H]4C5CCC(C5)[C@@H]34)ccc21 (stereo partly drawn) | 35 | . | 38 | 41 | 40 | 41 | -16* | -11* |
| 44 | CCCc1cc(C)ccc1O | 103 | 82 | 117 | 107 | 108 | . | 109 | 119 |
| 45 | C=CCc1ccccc1OCC(O)CNC(C)C (stereo not drawn) | 92 | 69 | 90 | 84 | 94 | 110 | 111 | 97 |
| 46 | CN1CCN(CCNc2nc(-c3cccc(NS(=O)(=O)c4cccc5c(N(C)C)cccc45)c3)cs2)CC1 | 90 | 67 | 76 | 59 | 73 | 71 | . | 62 |
| 47 | Nc1ccc2ccccc2c1O | 110 | 99 | 102 | 91 | 128 | 84 | 93 | 119 |
| 48 | Cc1nnc2c3nncn3c3ccccc3n12 | 101 | 90 | 102 | 96 | 94 | 111 | 112 | 125 |
| 49 | O=c1cc2c(=O)oc3cc(O)c(O)oc3c2c(O)c1O | 93 | 106 | 103 | 86 | 98 | 104 | 106 | 114 |
| 50 | C=C1CCC(C(C)C)C2C1C1CC(C)(O)C3CCC(C)(O3)C2O1 (stereo not drawn) | 87 | 102 | 105 | 97 | 108 | 96 | 115 | 90 |
| 51 | COc1cccc(C2=NN(c3ccc(-c4ccccc4)nn3)C(c3cccc(C)c3)C2)c1 (stereo not drawn) | 90 | 76 | 94 | 65 | 98 | 85 | 100 | 92 |
| 52 | CCC(O)C1CCCCC1 (stereo not drawn) | 104 | 104 | 113 | 103 | 110 | 109 | 102 | 116 |
| 53 | O=C(NNC(=O)c1ccc2ccccc2c1)c1ccc(Cl)c(Cl)c1 | 101 | 83 | 105 | 107 | 125 | 105 | 123 | 114 |
| 54 | CC(C)(C)C(=O)/C=C/c1ccccc1 | 102 | 94 | 94 | 94 | 97 | 109 | 112 | 103 |
| 55 | COc1ccc(C(Cn2ccnc2)Sc2ccc(Cl)c(Cl)c2)cc1 (stereo not drawn) | 91 | 68 | 91 | 62 | 83 | 80 | 90 | . |
| 56 | N#Cc1c(NCc2ccccc2Br)sc2c1CCCC2 | 102 | . | 101 | 85 | 102 | 106 | 108 | 88 |
| 57 | O=C(NCCCCCCNC(=O)OCc1ccccc1)OCc1ccccc1 | 102 | . | 103 | 96 | 98 | 101 | 128 | 109 |
| 58 | O=C(CCCCCCCN1CC(=O)N2[C@@H](c3ccc(Br)cc3)c3[nH]c4ccccc4c3C[C@H]2C1=O)NO | 85 | 109 | 75 | 72 | 84 | 88 | 84 | 84 |
| 59 | O=c1cc(C(F)(F)F)[nH]n1-c1nc2ccccc2[nH]1 | 102 | 95 | 90 | 50 | 95 | 92 | 79 | 95 |
| 60 | O=C(O)c1ccccc1-c1ccccc1C(=O)Nc1ccc2c(c1)C(O)c1ccccc1-2 (stereo not drawn) | 100 | 110 | 101 | 89 | 96 | . | 101 | 91 |
| 61 | O=C(O)c1cc2ccccc2n1O | 97 | 101 | 100 | 85 | 93 | 107 | 106 | 106 |
| 62 | C=C1C(=O)O[C@H]2[C@H]1CC/C(COC(=O)NCc1ccc(Cn3c(=O)sn(CCCC)c3=O)cc1)=C\CC[C@@]1(C)O[C@@H]21 | 72 | 100 | 65 | 41 | 15 | 29 | -29* | 34 |
| 63 | O=C(O)c1ccc(O)cc1O | 108&104 | 91&111 | 89&91 | 101&97 | 97&108 | 95&100 | 112&90 | 106 |
| 64 | CCN(CC)c1ccc(/C=C/C=C2\NC(=O)NC2=O)cc1 | 58 | 22 | 36 | 17 | 47 | 50 | 26 | 2.3* |
| 65 | COc1nc2c(c(=O)[nH]1)NC1=C(C(=O)c3ccccc31)C1(C=C(O)c3ccccc31)N2 (stereo not drawn) | 110 | 116 | 104 | 61 | 94 | 103 | 93 | . |

Limited to OVCAR-5, CAKI-1 and ACHN, for some of the entries so far:
| item | canonical_smiles | OVCAR-5 | CAKI-1 | ACHN |
| --- | --- | --- | --- | --- |
| 61 | O=C(O)c1cc2ccccc2n1O | 97 | 85 | 93 |
| 62 | C=C1C(=O)O[C@H]2[C@H]1CC/C(COC(=O)NCc1ccc(Cn3c(=O)sn(CCCC)c3=O)cc1)=C\CC[C@@]1(C)O[C@@H]21 | 72 | 41 | 15 |
| 63 | O=C(O)c1ccc(O)cc1O | 108&104 | 101&97 | 97&108 |
| 64 | CCN(CC)c1ccc(/C=C/C=C2\NC(=O)NC2=O)cc1 | 58 | 17 | 47 |
| 65 | COc1nc2c(c(=O)[nH]1)NC1=C(C(=O)c3ccccc31)C1(C=C(O)c3ccccc31)N2 (stereo not drawn) | 110 | 61 | 94 |

Individual results from the entries so far:
`O=C(O)c1ccc(O)cc1O` in OVCAR-8 has 89&91
`CCN(CC)c1ccc(/C=C/C=C2\NC(=O)NC2=O)cc1` in OVCAR-8 has 36
`COc1nc2c(c(=O)[nH]1)NC1=C(C(=O)c3ccccc31)C1(C=C(O)c3ccccc31)N2` (stereo not drawn) in CAKI-1 has 61

Assay outcomes as filed in PubChem BioAssay.
